KB-V1 MDR tox – kills drug-selected multidrug resistant KB-V1 cells; KB-V1 MDR cells viability, CellTiter-Glo, 72 h; Potency, µM (titrated, usually from 46.1 µM), without a hit: at the highest dose activity change, negative = cytotoxicity, most hits filed as cytotoxic; 400,000 tested, 3.4% active; AID 1347076; note: potency is the fitted concentration of half-maximal effect; % is set by controls: 0 for no effect and ±100 for the full control effect; nearly all actives have a fitted effect of over 60% in size
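KB-V1 MDR subline cells in DMEM (phenol-red free, 10% FBS) exposed to compounds in qHTS concentration series for 72 h at 37 degrees C. Viability read by CellTiter-Glo luminescence; concentration-effect curves fitted after normalization and correction.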
MCF10A rerep – inducers of DNA re-replication in MCF 10A breast cells; MCF 10A DNA re-replication, Hoechst nuclear intensity, 48 h; Potency, µM (doses to about 46.1 µM), for inactives: at the top dose activity, positive = re-replication, usual class: activators; 350,000 tested, 2.9% active; AID 624296; note: potency is the fitted concentration of half-maximal effect; % of control where 0% means no effect; nearly all actives have a fitted effect of over 50% in size
IL1B secr inh – inhibitors of inflammasome signaling (IL-1 beta secretion). THP-1 LPS/ATP IL-1B secretion, AlphaLISA, 16 h; stronger effect = lower value. activity change, % at 57.5 µM. 360,000 tested, 4.7% active; in the data active = activity change below about -50%; inconclusive = mostly about -30% to -49%; note: % is set by controls: 0 for no effect and ±100 for the full control effect
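THP-1 cells pretreated 1 hr with compounds (up to 57.5 uM final), then stimulated with LPS (250 ng/mL final) plus ATP (1.25 mM final); secreted IL-1B measured by AlphaLISA after 16 hr, decreased signal indicating inhibition.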
KB-3-1 cytotox – KB-3-1 parental cell cytotoxicity; KB-3-1 viability, CellTiter-Glo ATP luminescence, 72 h; Potency, µM (top dose mostly 46.1 µM), without a hit: top-dose activity change, negative = cytotoxic, most hits filed as cytotoxic; 400,000 tested, 1.4% active; note: potency is the fitted concentration of half-maximal effect; % is set by controls: 0 for no effect and ±100 for the full control effect; nearly all actives have a fitted effect of over 60% in size
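Multi-concentration cytotoxicity screen in KB-3-1 cells grown in DMEM lacking phenol red with 10% FBS. After 72 h at 37 °C with compound, ATP-dependent luminescence was recorded.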
HT1080 IDH1KD tx – kills HT-1080 cells with IDH1 knockdown. HT-1080 IDH1 knockdown viability, ATP luminescence, 48 h. Potency, µM (series often up to 46.1 µM), without a hit: at the top dose activity, negative = toxicity, usual class: cytotoxic. 360,000 tested, 2% active. AID 686971;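 note: potency is the fitted concentration of half-maximal effect; 0% = DMSO wells and -100% = cell-free medium wells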
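Cytotoxicity counter-line: IDH1KD HT-1080, 48 h, CellTiter-Glo. Curves classed by r2, magnitude and activity.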
SW480 rereplic – inducers of DNA re-replication in SW480 colon cancer cells; SW480 DNA re-replication, Hoechst DNA content imaging, 48 h; Potency, µM (titrated, usually from 46.1 µM), for the others: at the highest dose re-replication activation, most hits filed as activators; 340,000 tested, 1.8% active; AID 624297; note: potency is the fitted concentration of half-maximal effect; % of control where 0% means no effect; nearly all actives have a fitted effect of over 55% in size
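DNA re-replication was detected as more nuclei of elevated Hoechst intensity after 48 hr exposure to compound (23 nL pinned per well of 250 cells).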
HT1080NT lethal – kills 2HG-producing HT-1080-NT fibrosarcoma cells | HT-1080-NT fibrosarcoma viability, CellTiter-Glo ATP luminescence, 48 h | Potency, µM (titrated, usually from 46.1 µM), without a hit: at the top dose activity, negative = less viability, hits mostly cytotoxic | 360,000 tested, 1.6% active;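 note: NT is the 2HG producing partner of a matched IDH1 knockdown line; potency is the fitted concentration of half-maximal effect; 0% = DMSO-treated cells and -100% = media-only wells without cells; nearly all actives have a fitted effect of over 55% in size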
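A 48-hour cytotoxicity screen used HT-1080-NT cells plated 2 hours before compound delivery. ATP-based CellTiter-Glo luminescence measured viability, normalized to DMSO and no-cell controls.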
ATXN2 expr inh – ATXN2 expression inhibition; HEK-293 ATXN2-luciferase reporter, luminescence, 24 h; 360,000 tested, 0.72% active; Potency, µM (series often up to 57 µM), for the others: at the highest dose activity change, negative = inhibition, hits mostly inhibitors; note: potency is the fitted concentration of half-maximal effect; % is set by controls: 0 for no effect and ±100 for the full control effect; nearly all actives have a fitted effect of over 55% in size
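ATXN2-luciferase reporter cells (luciferase flanked by upstream and downstream ATXN2 gene portions) were treated 24 h at 37 °C with compounds at up to 57 uM. SteadyGlo luminescence gave expression; GF-AFC fluorescence gave viability.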
S2 tox – cell viability loss in ATXN counter-screen; Potency, µM (series often up to 56.7 µM), actives largely listed as cytotoxic; 400,000 tested, 0.49% active; S2 cells (HEK-293 line with an ATXN2-luciferase reporter) viability, CellTiter-Fluor protease fluorescence, 24 h; AID 651635; note: potency is the fitted concentration of half-maximal effect; nearly all actives have a fitted effect of over 40% in size
* marks the source's active call; other numbers are inactive results; i = inactive; u = inconclusive; x = no result given; [ ] = another dose, or the depositor's remark. Unless noted, calls come from the whole dose curve; as a rule, active = well fitted curve in the direction sought with a large enough effect; inconclusive = small, poorly fitted or top-dose-only effect, or another doubt; inactive = no such curve, though single readings can be large; an effect the other way counts as inactive or inconclusive.

SMILES	KB-V1 MDR tox	MCF10A rerep	IL1B secr inh	KB-3-1 cytotox	HT1080 IDH1KD tx	SW480 rereplic	HT1080NT lethal	ATXN2 expr inh	S2 tox
CCCn1c(N)c(C(=O)NS(=O)(=O)c2ccc(C)cc2)c(=O)n(C)c1=O	-15%	2%	0	-29%	-8%	-25%	-5%	x	i
COc1cccc(C(N)c2nc(-c3cc(F)cc(F)c3)cs2)c1 (stereo not given)	6%	x	37	-4%	u	x	-17%	15%	i
CCCCNC(=O)CCCCCn1c(=O)[nH]c2cc(OC)c(OC)cc2c1=O	0%	-1%	34	5%	18%	-8%	4%	2%	i
CC(C)[C@H](NC(=O)c1cccc(S(=O)(=O)N2CCOCC2)c1)C(=O)Nc1nccs1	-4%	-1%	1	12%	3%	-3%	3%	3%	u
CCOC(=O)c1cc(-c2ccccc2)n(Cc2cc(CC)no2)n1	-8%	u	-2	17%	6%	-7%	6%	-11%	i
CCc1ccccc1NC(=O)COc1cccc2ccc(C)nc12	-18%	1%	-4	4%	3%	-2%	19%	-10%	i
Cc1cccc(-n2c(O)c(C=Nc3ccc4c(c3)OCO4)c3ccccc3c2=O)n1	5%	16%	u	14%	6%	-5%	0%	-5%	u
COC(=O)c1cn(CC(=O)Nc2ccc(OC)cc2)c2ccccc12	-7%	-2%	3	-10%	-21%	0%	-14%	-7%	i
O=C(Nc1nncs1)c1ccc(S(=O)(=O)c2ccccc2)cc1	-25%	34%	-6	1%	2%	-1%	14%	-2%	i
Cc1cccc(CC(=O)NC2CCN(C)CC2)c1	-3%	5%	8	3%	8%	-5%	10%	x	x
Cc1cc(=O)c(C(=O)O)c(C)n1-c1ccccc1	2%	11%	-27	10%	-7%	8%	3%	-12%	i
CCN(CC)CCNCC(=O)Nc1ccc(Oc2ccccc2)cc1	u	u	0	-6%	-4%	1%	-11%	x	i
O=C(NCc1ccccn1)c1cccc(NS(=O)(=O)c2ccc(Br)cc2)c1	10%	-4%	30	-26%	2%	-10%	4%[9.24 µM]	2%	i
CC(C)COC(=O)n1c(=O)oc2ccc(S(=O)(=O)N3CCCCC3)cc21	-11%	-25%	-26	1%	-28%	-4%	-11%	-13%	i
Cc1ccc(S(=O)(=O)N2CC(O)C2)cc1	-4%	0%	10	0%	15%	-11%	16%	-3%	i
CCOC(=O)c1ccc(S(=O)(=O)NNS(=O)(=O)c2ccc(C)cc2)cc1	-5%	-7%	-26	0%	10%	-6%	3%	-6%	i
CCOCCCNC(=O)C(NC(=O)Cc1cccs1)c1ccc(C)cc1 (stereo not given)	u	-9%	-4	u	3%	-5%	-4%	0%	i
COCCN(CC(=O)Nc1cccc(C)c1C)C(=O)/C=C/c1ccc2c(c1)OCCO2	6%	x	-10	-2%	8%	x	1%	x	i
COc1ccc(NC(=O)c2ccc(NC(=O)CSc3nc(N)cc(=O)[nH]3)cc2)cc1	-3%	9%	-2	0%	-9%	-1%	-7%	x	i
CC(CNC(=O)CCn1ccc2cc(S(=O)(=O)N3CCCC3)ccc21)c1ccccc1 (stereo not given)	-12%	0%	1	-5%	-1%	-4%	0%	-13%	i
NS(=O)(=O)c1ccc(NC(=O)COC(=O)COc2ccc(Cl)cc2)cc1	-3%	-8%	-14	19%	0%	1%	-2%	5%[11.3 µM]	i
CCOC(=O)N(C)C[C@H]1OCc2cnnn2CCCC(=O)N([C@@H](C)CO)C[C@H]1C	5%	x	12	5%	9%	x	6%	10%	i
CCOC(=O)CSc1nc2ccccc2c(=O)n1CC	1%	-6%	5	-5%	6%	-4%[9.22 µM]	2%	8%	i
CCn1c(C)c(C(C)=O)c(N2CCN(c3ccccc3)CC2)nc1=S	-24%	-7%	19	20%	14%	13%	15%	-7%	i
COc1nc2ccccc2nc1N1CCN(c2ccc(F)cc2)CC1	0%	1%	33	-12%	1%	0%	2%	-22%	i
CN(C)S(=O)(=O)c1ccc(C(=O)OCCc2ccccc2)cc1	-3%	u	-2	7%	-8%	-3%	1%	17%	u
Cn1cc([N+](=O)[O-])c(C(=O)N/N=C\c2c[nH]c3ccccc23)n1	19%	u	20	-13%	0%	u	-5%	17%	i
O=C(NCCN1CCCCC1)c1cc(Cl)ccc1Cl	u	-2%	6	0%	8%	-4%	8%	-8%	i
CCOc1ccc(-c2nnn(CC(=O)N3CCCC3)n2)cc1OCC	0%	-3%	-7	-6%	2%	-3%	-4%	3%	i
O=C(c1cc(-c2cccs2)nn1-c1ccccc1)N1CCN(S(=O)(=O)c2ccccc2)CC1	16µM*	14%	-14	-29%	0%	u	-3%	-25%	i
CC(=O)N1CCCc2cc(S(=O)(=O)NCc3ccc(C)cc3)ccc21	-9%	5%	9	2%	-13%	1%	2%	-2%	i
Cc1ccc(OCc2nnc(SCC(=O)Nc3ccc(N4CCOCC4)cc3)o2)cc1	9%	-4%	13	5%	5%	-9%	10%	5%	i
CC(CNS(=O)(=O)c1ccc2c(c1)NC(=O)CCS2)c1ccccc1 (stereo not given)	1%	-1%	11	u	-11%	-19%	-11%	-19%	i
O=C(NCCCN1CCOCC1)c1ccc(Sc2ccccc2Cl)c([N+](=O)[O-])c1	13µM*	u	-52*	u	-9%	u	2%	-14%	i
O=C(COC(=O)c1ccc(S(=O)(=O)N2CCCC2)cc1)NCCc1ccc(F)cc1	0%	-2%	22	13%	1%	1%	9%	6%	u
CCN(CC)C(=O)N1CCN(S(=O)(=O)c2c(C)cc(C)cc2C)CC1	0%	u	0	-1%	-8%	u	-24%	-13%	u
Cc1ccsc1C(=O)N1CCC1(C)C(=O)NS(=O)(=O)c1cccc(F)c1 (stereo not given)	11%	x	18	0%	0%	x	7%	-4%	i
COC(C/C=C\[C@H](O)[C@H](C)OCc1ccccc1)OC	u	-19%	27	26%	19%	0%	11%	4%	i
O=C(CCN1C(=O)/C(=C/c2cccs2)SC1=S)Nc1ccc(C(=O)O)c(O)c1	u	-2%	12	3%	0%	-3%	-1%	x	u
O=C(N/N=C/c1ccc(Cl)cc1)c1sccc1OCc1ccc(F)cc1	1.3µM*	1.6µM*	78	1.5µM*	1.3µM*	9.2µM*	2.6µM*	6%	i
Cc1nn(-c2ccccc2)c2c1C(c1ccc([N+](=O)[O-])cc1)N1C(=N2)C(=O)Nc2ccccc21 (stereo not given)	18µM*	-4%	-75*	23µM*	-25%	-5%	-17%	-24%	i
O=c1ccc(Cc2ccc(Cl)cc2)n[nH]1	-8%	-1%	-9	-11%	11%	7%	9%	29%	i
CSc1ccccc1OCc1cc(C(=O)NCCC2=CCCCC2)no1	23µM*	9%	18	3%	-19%	2%	u	-31%	u
Cc1cc(C)nc(NC(=O)c2cccs2)c1	u	0%	16	1%	-11%	2%	-5%	x	i
COCCNC(=O)NC12CC3(C)CC(C)(CC(C)(C3)C1)C2	0%	-2%	27	9%	-11%	-2%	5%	-6%	i
CC1CN(C(=O)CN2C(=O)NC3(CCCCCCC3)C2=O)CC(C)O1 (stereo not given)	0%	17%	6	-4%	14%	1%	11%	3%	i

Of the compounds above, eleven contain four or more nitrogen atoms:
SMILES	KB-V1 MDR tox	MCF10A rerep	IL1B secr inh	KB-3-1 cytotox	HT1080 IDH1KD tx	SW480 rereplic	HT1080NT lethal	ATXN2 expr inh	S2 tox
CCCn1c(N)c(C(=O)NS(=O)(=O)c2ccc(C)cc2)c(=O)n(C)c1=O	-15%	2%	0	-29%	-8%	-25%	-5%	x	i
CC(C)[C@H](NC(=O)c1cccc(S(=O)(=O)N2CCOCC2)c1)C(=O)Nc1nccs1	-4%	-1%	1	12%	3%	-3%	3%	3%	u
COc1ccc(NC(=O)c2ccc(NC(=O)CSc3nc(N)cc(=O)[nH]3)cc2)cc1	-3%	9%	-2	0%	-9%	-1%	-7%	x	i
CCOC(=O)N(C)C[C@H]1OCc2cnnn2CCCC(=O)N([C@@H](C)CO)C[C@H]1C	5%	x	12	5%	9%	x	6%	10%	i
CCn1c(C)c(C(C)=O)c(N2CCN(c3ccccc3)CC2)nc1=S	-24%	-7%	19	20%	14%	13%	15%	-7%	i
COc1nc2ccccc2nc1N1CCN(c2ccc(F)cc2)CC1	0%	1%	33	-12%	1%	0%	2%	-22%	i
Cn1cc([N+](=O)[O-])c(C(=O)N/N=C\c2c[nH]c3ccccc23)n1	19%	u	20	-13%	0%	u	-5%	17%	i
CCOc1ccc(-c2nnn(CC(=O)N3CCCC3)n2)cc1OCC	0%	-3%	-7	-6%	2%	-3%	-4%	3%	i
O=C(c1cc(-c2cccs2)nn1-c1ccccc1)N1CCN(S(=O)(=O)c2ccccc2)CC1	16µM*	14%	-14	-29%	0%	u	-3%	-25%	i
Cc1ccc(OCc2nnc(SCC(=O)Nc3ccc(N4CCOCC4)cc3)o2)cc1	9%	-4%	13	5%	5%	-9%	10%	5%	i
Cc1nn(-c2ccccc2)c2c1C(c1ccc([N+](=O)[O-])cc1)N1C(=N2)C(=O)Nc2ccccc21 (stereo not given)	18µM*	-4%	-75*	23µM*	-25%	-5%	-17%	-24%	i
